# TRHR enhancer – allosterically enhances the human TRH receptor | AID 493056 | enhancement, % at 2 µM | TRHR cells, fluo-8 calcium fluorescence, EC20 TRH enhancement | P34981 | hit rate 0.66% among 360,000; in the data active = enhancement above about 30%; also: 0% is about no effect
# Target sequence (P34981 whole entry, looked up): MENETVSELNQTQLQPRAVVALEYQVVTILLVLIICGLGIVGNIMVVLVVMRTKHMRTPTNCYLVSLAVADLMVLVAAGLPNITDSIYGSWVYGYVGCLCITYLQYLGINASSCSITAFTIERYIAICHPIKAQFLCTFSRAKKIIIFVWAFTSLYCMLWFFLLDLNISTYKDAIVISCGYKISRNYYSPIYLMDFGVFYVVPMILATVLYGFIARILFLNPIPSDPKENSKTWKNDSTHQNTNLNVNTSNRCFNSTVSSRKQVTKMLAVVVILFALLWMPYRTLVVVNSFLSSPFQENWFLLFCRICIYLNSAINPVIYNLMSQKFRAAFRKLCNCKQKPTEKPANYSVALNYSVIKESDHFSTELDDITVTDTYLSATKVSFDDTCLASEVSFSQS
#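 TRHR-expressing cells loaded with fluo-8 calcium dye were read kinetically (ex 480/em 530) during compound addition, then stimulated with an EC20 of TRH (10 nM final). Enhancement of the Gq-mediated intracellular calcium response was scored.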
# Apoferritin bind – candidate novel general anesthetic via apoferritin binding; P02791; apoferritin/1-aminoanthracene competitive binding, fluorescence; Potency, µM (series often up to 77.5 µM), for the others: at the highest dose activity change, negative = displacement, hits mostly inhibitors; hit rate 0.074% among 350,000; AID 485281; also: potency is read from the fitted curve at half-maximal effect; % is scaled to controls: 0 for no effect and ±100 for the full control effect; nearly all actives have a fitted effect of over 20% in size
# Target sequence (P02791 2-175 limits assumed): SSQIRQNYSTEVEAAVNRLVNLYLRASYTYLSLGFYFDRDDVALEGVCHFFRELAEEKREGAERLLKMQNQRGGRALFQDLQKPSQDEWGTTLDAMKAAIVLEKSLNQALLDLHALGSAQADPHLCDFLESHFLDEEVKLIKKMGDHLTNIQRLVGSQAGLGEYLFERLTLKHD
#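 Horse-spleen apoferritin (10 uM) was mixed with 50% saturated 1-aminoanthracene in PBS, exposed to compounds for 10 min at room temperature, and read for fluorescence (ex 380 nm, em 535 nm). Competitive displacement was fitted with a four-parameter Hill equation.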
# D1 agonist – agonists of human D1 dopamine receptor. P21728. HEK293 T-REx D1 cells, calcium flux, agonist mode. activation, % at 2 µM. hit rate 1% among 360,000. AID 504660; in the data active = activation above about 30%; also: 0% is about no effect
# Target sequence (P21728 whole entry, looked up): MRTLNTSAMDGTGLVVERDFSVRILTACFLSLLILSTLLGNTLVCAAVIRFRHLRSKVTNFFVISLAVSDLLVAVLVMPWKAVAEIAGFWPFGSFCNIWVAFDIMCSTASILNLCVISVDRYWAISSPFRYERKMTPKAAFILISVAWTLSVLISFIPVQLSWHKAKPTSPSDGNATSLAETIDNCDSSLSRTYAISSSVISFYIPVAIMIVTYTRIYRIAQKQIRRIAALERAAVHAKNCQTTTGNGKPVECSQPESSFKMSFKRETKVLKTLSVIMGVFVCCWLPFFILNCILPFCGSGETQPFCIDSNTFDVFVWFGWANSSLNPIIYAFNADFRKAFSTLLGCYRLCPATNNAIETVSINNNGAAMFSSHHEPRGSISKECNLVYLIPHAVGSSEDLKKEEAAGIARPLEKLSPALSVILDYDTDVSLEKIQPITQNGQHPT
#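 Tetracycline-induced HEK293 TREx D1 cells, force-coupled to calcium signalling, were dye-loaded with a no-wash calcium kit. Compound was pin-added after a 10 s baseline. Fluorescence was read kinetically at 1 cycle/s for 180 s, with calcium rises flagged as agonism.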
# D1 potentiator – potentiators of human D1 dopamine receptor. HEK293 TREx D1 cells, calcium flux, dopamine EC20 potentiation. potentiation, % at 10 µM. hit rate 0.036% among 360,000; in the data active = potentiation above about 30%; also: 0% is about no effect
# D1 antag – blocks dopamine activation of the human D1 receptor. HEK293 TREx D1 cells, calcium flux, dopamine EC80; hits give low values. activity change, negative = inhibition, % at 10 µM. hit rate 3.2% among 360,000; in the data active = activity change below about -30%; also: % is scaled to controls: 0 for no effect and ±100 for the full control effect
#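 HEK293 T-REx cells expressing inducible, force-coupled D1 receptor; no-wash Ca dye, 30–90 min RT. Cmpd → 180 s read at 1 Hz → EC80 DA → 180 s read.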
# RXFP1 antag – blocks the human relaxin receptor RXFP1; Q9HBX9; HEK293-RXFP1, relaxin-stimulated cAMP HTRF, 30 min; hits give low values; activity change, negative = inhibition, % at 57.5 µM; hit rate 0.59% among 350,000; AID 1259400;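 active = activity change of -60% or lower, but not beyond a set lower limit; inconclusive = change between -60% and -40%, or beyond the set limit; inactive = change above -40%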; also: % is scaled to controls: 0 for no effect and ±100 for the full control effect
# D2 PAM – positively modulates the human D2 dopamine receptor allosterically | potentiation, % at 10 µM | HEK293 T-REx D2, calcium flux, EC20 dopamine potentiation | hit rate 0.34% among 340,000 | AID 485347;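 active = potentiation over 3 SD above the plate norm, cut at about 30% in these data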; also: 0% is about no effect
#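 Calcium flux readout, no-wash dye, 1 read/s. Inducible HEK293 Trex D2 line, overnight 30 C. Compound alone 180 s (agonist flags), then EC20 dopamine, another 180 s to score potentiation.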
# RXFP1 agonist – agonists of human relaxin receptor RXFP1 | HEK293T-RXFP1 cAMP TR-FRET, 30 min; response scale: percent of porcine relaxin response, buffer zero | Potency, µM (top dose mostly 57.5 µM), for the others: at the top dose activation, usual class: activators | hit rate 0.3% among 370,000; also: potency is read from the fitted curve at half-maximal effect; % is scaled to controls: 0 for no effect and ±100 for the full control effect; nearly all actives have a fitted effect of over 60% in size; many of its hits are not listed in these tables
#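 HEK293T cells stably expressing RXFP1 were pretreated with the PDE4 inhibitor Ro 20174, exposed to compounds for 30 min at 37C, lysed, and cAMP was read by TR-FRET. Data normalized to buffer (basal) and 29 nM porcine relaxin (100%).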
# TRHR ag – agonists of human TRH receptor | hit rate 0.18% among 360,000 | activation, % at 2 µM | AID 493084 | TRHR cells, calcium flux fluo-8, FDSS agonist mode; in the data active = activation above about 30%; also: 0% is about no effect
#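 TRHR-expressing cells, plated overnight in medium with 10% serum, were loaded with fluo-8 calcium dye at room temperature. After a 10 s baseline, library compound was pin-added and calcium release was recorded kinetically (ex 480/em 530) as agonist response.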
# * = called active by the depositor; ? = inconclusive; nt = not tested or not shown; [ ] = remark or other dose. Unless noted, calls follow the shape of the dose curve; as a rule, active = well fitted curve in the direction sought with a large enough effect; inconclusive = small, poorly fitted or top-dose-only effect, or another doubt; inactive = no such curve, though single readings can be large; an effect the other way counts as inactive or inconclusive.
SMILES,TRHR enhancer,Apoferritin bind,D1 agonist,D1 potentiator,D1 antag,RXFP1 antag,D2 PAM,RXFP1 agonist,TRHR ag
CCC(=O)N1CCc2cc(CNC(=O)c3ccc(OC)cc3)ccc21,2.8,-11.9%,-1.4,-0.4,8.8,10.5,-9.1,1.5%,-0.8
COc1ccccc1CC(=O)Nc1ccc2nc(C)sc2c1,3.6,-8.9%,3.0,0.7,4.7,13.2,1.3,2.2%,-0.6
O=C(c1ccc(=O)[nH]n1)N1CCN(S(=O)(=O)c2cccc(F)c2)CC1,2.1,nt,2.4,-3.5,0.1,6.4,10.1,-0.5%,-0.1
O=C(Cc1ccccc1[N+](=O)[O-])NC1CC1,8.7,-0.5%,3.0,-1.2,8.4,-0.7,3.4,-1.4%,-3.0
O=C(COC(=O)C1CCN(S(=O)(=O)c2cccs2)CC1)Nc1ccccc1,14.2,-18.7%,8.1,-6.5,-10.7,10.0,0.3,3.0%,2.4
c1ccc(Oc2nnc(-c3cccs3)c3ccccc23)cc1,-7.5,-4.3%,3.0,-6.3,-22.5,-12.0,0.6,9.2%,-0.2
O=C(O)CSc1nnc(-c2ccccc2O)n1Cc1ccccc1,-4.2,6.6%,6.3,-2.6,14.7,-8.4,-12.7,3.6%,0.4
COc1ccc(/C=C2\Cc3ccccc3C2=O)cc1OC,1.7,-11.0%,0.4,-8.0,-4.4,-1.8,1.7,-1.1%,0.9
O=C(O)c1cccc(N2C(=O)c3ccc(C(=O)c4cccc([N+](=O)[O-])c4)cc3C2=O)c1,-4.9,-5.4%,2.0,-3.5,-2.1,-29.8,11.0,2.7%,-1.4
NC(=O)c1cc([N+](=O)[O-])ccc1NCc1cnccn1,-3.6,nt,-0.1,-4.9,3.7,nt,2.2,1.4%,-0.1
O=C(NCN1CCCCC1)c1cnccn1,-8.2,4.7%,1.3,0.1,-9.2,-7.6,-1.2,0.6%,0.5
O=C(NC(=S)Nc1ccccn1)c1cccc([N+](=O)[O-])c1,-5.7,2.2%,0.0,-6.0,-55.0*,-7.4,2.8,6.4%,-0.3
CCCNC(=O)NC(C)C12CC3CC(CC(C3)C1)C2 (centres undefined),-7.7,?,8.7,15.3,8.0,-6.1,23.7,-0.2%,0.4
COc1ccc(OC(C)C(=O)Nc2cccnc2)cc1 (centres undefined),-0.1,-4.8%,1.8,-3.7,-3.7,-7.9,15.5,1.6%,0.0
Cc1ccc(C)c(C(=O)OCC(=O)N(C)c2ccccc2)c1,-8.9,-15.3%,0.3,2.1,0.8,-19.5,-4.6,1.9%,0.0

# The final two compounds of the section above open the next one:
SMILES,TRHR enhancer,Apoferritin bind,D1 agonist,D1 potentiator,D1 antag,RXFP1 antag,D2 PAM,RXFP1 agonist,TRHR ag
COc1ccc(OC(C)C(=O)Nc2cccnc2)cc1 (centres undefined),-0.1,-4.8%,1.8,-3.7,-3.7,-7.9,15.5,1.6%,0.0
Cc1ccc(C)c(C(=O)OCC(=O)N(C)c2ccccc2)c1,-8.9,-15.3%,0.3,2.1,0.8,-19.5,-4.6,1.9%,0.0
Cc1ccc2nc(CCCc3nc4ccc(C)cc4[nH]3)[nH]c2c1,-0.7,-10.6%,-0.1,-5.2,-28.0,11.5,-18.4,0.9%,-1.6
O=C(O)CC12CC3CC(C1)CC(n1ncc(NCc4ccc(F)cc4Cl)c(Cl)c1=O)(C3)C2,-5.4,-13.6%,1.8,-0.4,9.4,-4.7,nt,6.2%,-0.1
CC(=O)Nc1cccc(C(=O)NC2CCCc3c2cnn3-c2cc(C)cc(C)c2)c1 (centres undefined),0.6,-12.6%,0.9,2.5,-17.8,-3.4,nt,-1.4%,-0.8
CC1CC(C)CN(C(=O)c2ccc3c(c2)N(Cc2ccccc2)CCS3)C1 (centres undefined),-11.1,43.3%[activator],1.7,6.8,-7.0,?,-7.3,3.5%,-0.2
O=C(NC(=S)NCC1CCCO1)c1ccc(Cl)cc1 (centres undefined),2.6,4.2%,0.7,-8.0,-0.8,-6.2,2.5,0.1%,-0.8
Cc1ccc2nc(Nc3ccccc3)c(/C=N/O)c(=O)n2c1,3.7,-15.3%,-1.5,-6.7,-27.0,-7.0,0.5,0.7%,0.5
COc1ccc(OC)c(S(=O)(=O)NCCc2cn3ccsc3n2)c1,4.9,-4.9%,1.7,0.1,0.7,-9.1,-16.4,-0.1%,0.8
CN(C)C(=S)NC(=O)C12CC3(C)CC(C)(CC(C)(C3)C1)C2,-2.8,-7.4%,2.7,0.2,7.0,-0.2,10.5,2.9%,0.2
CC(=O)COC(=O)c1cccc(N2C(=O)C3C4C=CC(C4)C3C2=O)c1 (centres undefined),-5.3,-8.9%,3.3,-0.9,-3.4,nt,nt,2.0%,-0.1
COc1cccc(NC(=O)C2C3C=CC4(O3)C2C(=O)N(CCCN2CCCC(C)C2)C4C(=O)NC2CCCCC2C)c1 (centres undefined),1.5,3.5%,2.9,-2.4,8.4,3.3,nt,0.0%,0.1
Cc1cccc(-n2ncc3c(NC(C)C)ncnc32)c1,1.1,-6.0%,0.0,-9.9,-5.4,nt,5.1,0.0%,-0.1
Cc1cc(C)n2nc(C(=O)N3CCOCC3)nc2n1,6.8,-5.6%,4.0,0.7,-4.9,-1.4,10.1,-3.4%,-0.5
COc1ccc(C)cc1NC(=O)CN(C)C1CCCCC1,0.3,?,4.1,-1.8,13.4,-13.6,-2.3,-4.6%,0.1
O=C(Cc1c(F)cccc1Cl)N(Cc1ccccc1)c1ccccn1,3.6,-20.8%,-1.5,-0.8,4.8,2.2,0.6,0.2%,0.2
COc1cccc(CN2CC(C(=O)NCCCc3ccc(C)cc3)CCC2=O)c1 (centres undefined),5.3,-9.3%,4.0,1.6,-6.6,-9.4,4.5,-2.4%,0.3
O=C(Nc1cccnc1)c1cc2c(s1)-c1ccccc1OC2,2.4,79.3%[activator],8.5,-17.8,-45.8*,-9.9,15.9,9.0%,-0.6
Cc1[nH][nH]c(=O)c1C(c1ccc(F)cc1)c1c(C)[nH][nH]c1=O,0.1,-7.3%,1.0,-11.3,7.4,-4.8,4.2,-2.4%,0.3
Cc1ccc(C2(C)NC(=O)N(CC(=O)Nc3ccccc3C(=O)NC3CCCC3)C2=O)cc1 (centres undefined),-3.3,nt,2.1,-4.1,2.7,-2.0,13.4,1.5%,0.0
O=C(O)/C=C/C(=O)NNC(=O)c1cc(-c2ccccc2)n[nH]1,6.0,?,6.6,18.9,2.2,-22.8,-6.7,2.0%,0.1
CCCCCOC(=O)C1C(c2ccccc2)C(C(=O)O)C1c1ccccc1 (centres undefined),0.3,-6.5%,0.7,1.6,5.8,-0.2,3.3,4.8%,-0.4
Cc1cc(C)n2nc(NCc3ccccc3Cl)nc2n1,-6.3,-17.7%,-0.7,-0.7,-0.6,-3.8,0.8,2.2%,-0.4
Cn1cccc1-c1cc2n(n1)CCC(=O)N2CCCC(=O)NCc1cccc(Cl)c1,-2.4,-1.9%,0.1,-0.6,0.9,-19.3,5.6,-0.6%,-0.7
COc1cccc(NC(=O)c2ccccc2)c1,6.3,nt,0.7,-5.3,6.8,nt,-19.7,-0.6%,0.2
COc1ccc(N2CCN(Cc3nnnn3C3CCCCC3)CC2)cc1,-3.6,-3.3%,1.6,-2.9,4.8,19.0,-5.0,3.1%,1.4
CCOC(=O)CC1(NC(=O)c2cc(COc3cccc(OC)c3)on2)CCCCC1,20.1,-4.0%,19.6,-8.9,-4.7,-27.7,19.6,0.2%,1.7
COCCN(CC(=O)NC1CCCCC1)C(=O)CSc1nc2ccccc2o1,-6.8,-9.0%,0.7,-0.7,3.7,12.7,8.1,2.2%,0.3
CC(C)(Oc1ccc(Cl)cc1)C(=O)NC1=NN(c2ccccc2)C(=O)C1,-0.3,-11.1%,1.1,-7.2,17.3,-23.4,-4.4,-1.5%,-1.4
CC(NCC(=O)Nc1cc(S(=O)(=O)N2CCCCCC2)ccc1Cl)c1ccccc1 (centres undefined),-0.4,111.0%[activator],5.8,5.8,9.2,1.0,5.9,-2.3%,-0.2
COc1ccc(NC(=O)C2C3C=CC(C3)C2C(=O)NCc2ccco2)cc1 (centres undefined),2.3,-6.2%,2.5,-6.4,-19.9,22.7,12.0,-1.0%,0.8
CCOC(=O)c1c(NC(=S)Nc2ccc(C)cc2)sc2c1CCC2,-0.8,-6.0%,0.8,1.4,4.4,-4.0,-16.1,?,-0.2
O=C(O)CCC(=O)Nc1ccc(Br)c(Cl)c1,14.6,-22.4%,0.2,-5.5,12.1,-7.6,-4.4,1.1%,-0.2
Cc1c(NC(=O)CSc2nnnn2-c2ccc(F)cc2)c(=O)n(-c2ccccc2)n1C,-2.1,-6.8%,2.0,-1.7,-27.2,0.1,-7.2,-1.6%,0.2
COc1cccc(NS(=O)(=O)c2ccc3c(c2)NC(=O)C(C)S3)c1 (centres undefined),-5.1,8.4%,12.8,6.9,-0.4,-0.3,2.6,-0.2%,0.1
CSCc1cc(N(C)C)nc(SCc2ccc(Cl)c(Cl)c2)n1,-8.3,6.3%,3.7,-1.6,5.4,4.4,2.4,2.3%,-0.1
COc1ccc(CNc2oc(-c3ccc(COc4ccc(Cl)cc4)o3)nc2C#N)cc1,-1.4,372.4%[activator],3.7,0.7,-7.2,-17.1,4.7,2.8%,0.0
Oc1[nH]c2ccccc2c1N=Nc1ccccc1F,-2.8,6.0%,38.7*,-6.3,-2.4,10.0,-4.0,4.4%,8.5
N/C(CN1CCSCC1)=N\OCc1c(F)cccc1Cl,-8.2,1.4%,3.7,-0.8,-2.3,-7.5,-3.8,0.8%,-1.2
CCOC(=O)C1CCCN(Cc2nc(Cc3ccccc3Cl)no2)C1 (centres undefined),2.5,-3.6%,1.9,6.9,-5.0,20.3,-6.1,-1.0%,-1.4
Cc1ccccc1OCC(=O)OC(C)C(=O)NC1CCCC1 (centres undefined),5.6,nt,0.1,-2.8,1.4,0.1,10.2,0.1%,-0.1
CCN(CC)CCCNC(=O)c1cc(Sc2nnc(C)s2)nc2ccccc12,2.7,-2.8%,2.1,-1.2,5.3,0.6,20.1,-0.6%,-0.8
Cc1ccc(CNC(=O)c2cccc(NC(=O)N3CCSc4ncccc43)c2)cc1,-0.7,-9.4%,1.7,-7.1,-22.9,-6.8,nt,-1.6%,0.5
COc1ccc(C)cc1NC(=O)C1CC(=O)OC12CCCCC2 (centres undefined),-6.0,-7.2%,2.5,3.5,-2.6,-3.8,-4.8,-0.2%,-0.2

# Source: PubChem

# An excerpt; rates above refer to the full screens.
